Screening data deposited in PubChem by several laboratories.
PRMT1 inh – PRMT1 methyltransferase inhibitors, primary screen, biochemical, fluorescence polarization | Protein arginine N-methyltransferase 1 (Homo sapiens), Q99873 | recombinant PRMT1, activity-based probe fluorescence polarization | 1.3% of 370,000 active | inhibition, % at 2.79 µM;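 active = inhibition above about 21% made by adding two undisclosed values, limit read from the data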
GC-A act – GC-A stimulated cGMP production enhancers – HEK293 GC-A cells, cGMP TR-FRET, EC30 ANP, primary screen | Atrial natriuretic peptide receptor 1 (Homo sapiens), P16066 | 0% at EC30 ANP, 100% saturating ANP | activation, % at 10 µM | 0.14% of 370,000 active; in the data active = activation above about 40%
Target sequence (P16066 whole entry, looked up): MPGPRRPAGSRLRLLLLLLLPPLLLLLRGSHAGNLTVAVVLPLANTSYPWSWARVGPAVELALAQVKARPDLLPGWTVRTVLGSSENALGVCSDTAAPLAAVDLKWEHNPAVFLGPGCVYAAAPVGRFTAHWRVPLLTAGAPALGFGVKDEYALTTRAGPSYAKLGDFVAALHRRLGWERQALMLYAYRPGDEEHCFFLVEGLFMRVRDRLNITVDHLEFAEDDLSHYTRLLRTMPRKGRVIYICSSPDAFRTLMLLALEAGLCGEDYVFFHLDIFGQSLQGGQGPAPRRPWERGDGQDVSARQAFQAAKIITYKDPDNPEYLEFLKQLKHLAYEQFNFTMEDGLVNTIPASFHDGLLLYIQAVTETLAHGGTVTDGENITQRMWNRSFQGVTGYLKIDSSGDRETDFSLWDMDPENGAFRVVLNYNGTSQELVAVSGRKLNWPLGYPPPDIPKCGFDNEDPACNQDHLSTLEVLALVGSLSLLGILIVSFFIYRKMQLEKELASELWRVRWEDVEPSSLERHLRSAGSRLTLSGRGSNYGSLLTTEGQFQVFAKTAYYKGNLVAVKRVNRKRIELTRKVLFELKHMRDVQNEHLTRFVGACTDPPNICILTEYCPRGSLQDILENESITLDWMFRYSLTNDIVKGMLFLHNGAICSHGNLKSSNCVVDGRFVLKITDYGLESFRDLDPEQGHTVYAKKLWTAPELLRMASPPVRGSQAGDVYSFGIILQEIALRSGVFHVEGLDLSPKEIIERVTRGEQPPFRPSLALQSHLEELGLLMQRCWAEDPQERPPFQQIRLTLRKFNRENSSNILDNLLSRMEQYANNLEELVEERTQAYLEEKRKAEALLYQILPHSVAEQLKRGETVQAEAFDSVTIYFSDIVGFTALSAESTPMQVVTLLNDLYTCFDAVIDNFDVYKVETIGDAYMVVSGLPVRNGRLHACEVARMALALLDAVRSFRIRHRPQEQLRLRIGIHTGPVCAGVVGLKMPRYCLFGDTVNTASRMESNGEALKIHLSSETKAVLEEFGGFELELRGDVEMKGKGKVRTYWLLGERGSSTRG
SIAE primary – human SIAE inhibitors, primary screen, biochemical, fluorescence polarization, FP-Rh probe, 1536-well HTS; Sialate O-acetylesterase (Homo sapiens), Q9HAT2; SIAE FP-Rh probe binding; inhibition, % at 9.66 µM; 0.69% of 370,000 active; AID 1053197, 2014;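 active = inhibition above a cutoff: mean of compounds within the control limits plus 3 SD of those, cut at about 17% in these data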;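 also: 0% = plate median of compound wells and 100% = probe without SIAE protein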
UHRF1 binding – UHRF1 methylated DNA binding inhibitors, primary screen, counter-screen for MBD2 inhibitor project, biochemical, TR-FRET, human UHRF1, single concentration; UHRF1 binding to methylated oligo; inhibition, % at 4.4 µM; 0.75% of 370,000 active; in the data active = inhibition above about 21%;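 also: UHRF1 SRA domain binding a hemimethylated CpG hairpin DNA probe; 0% = median of test compound wells and 100% = reference inhibitor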
NPR2 activator – human GC-B receptor activators, primary screen, HEK293 GC-B cells, cGMP TR-FRET, EC30 CNP | Atrial natriuretic peptide receptor 2 (Homo sapiens), P20594 | 0.11% of 370,000 active | AID 1920062, 2024 | 0% at EC30 CNP, 100% saturating CNP | activation, % at 10 µM;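 active = activation at 10 µM reaching about 35% in either raw or pattern-adjusted values, limit read from the data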
TCR-CD3 inh – inhibitors of human TCR-CD3 interaction, primary screen, biochemical, fluorescence, TAMRA-labeled TCR probe. inhibition, % at 9.4 µM. 0.37% of 360,000 active. T-cell receptor (TCR). AID 651800, 2012; in the data active = inhibition above about 19%;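 also: recombinant mutant TCR 2C K166C tagged with TAMRA read by polarization; 0% = receptor in buffer alone and 100% = receptor with positive control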
ABHD4 inh – ABHD4 inhibitors, primary screen, biochemical, fluorescence polarization, mouse. purified mABHD4, FP-Rh probe fluorescence polarization. inhibition, % at 8.92 µM. 0.54% of 370,000 active. AID 720543, 2013;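 active = inhibition exceeding the mean over every tested compound plus 3 SD, cut at about 30% in these data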;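 also: 0% = plate median of compound wells and 100% = S159A mutant with DMSO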
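Assay system: wild-type mouse ABHD4 protein; compound: single nominal dose of 8.92 µM, 0.89% DMSO final; schedule: 45 min + 60 min at 25 °C; measured by: FP readout, ex 525 nm / em 598 nm; evaluation: % inhibition of FP-Rh probe binding versus controls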
MBD2 DNA inh – inhibitors of MBD2 binding to methylated DNA, primary screen, biochemical, TR-FRET, DNA-binding domain, human. Methyl-CpG-binding domain protein 2 (Homo sapiens), Q9UBB5. MBD2 binding to methylated oligonucleotide. inhibition, % at 4.4 µM. 0.31% of 370,000 active; in the data active = inhibition above about 13%
HTRA1 inh – HTRA1 serine protease inhibitors, primary screen, biochemical, fluorescence polarization, HTS. 0.5% of 340,000 active. Q92743. recombinant HTRA1, FP-rhodamine activity-based probe. inhibition, % at 5.96 µM; in the data active = inhibition above about 36%;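 also: 0% = enzyme with DMSO and 100% = wells lacking enzyme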
rCAG RNA binder – binders of r(CAG) RNA repeats, primary screen, biochemical, fluorescence; r(CAG) RNA repeat, TO-PRO-1 dye displacement fluorescence; inhibition, % at 3 µM; 1.3% of 370,000 active; AID 651821, 2012;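 active = inhibition above the plate cutoff, the mean of all test compounds on that plate plus 3 SD, cut at about 35% in these data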;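 also: 0% = DMSO alone and 100% = 100 µM mitoxantrone as full dye displacement; higher means more dye released from RNA so lower well fluorescence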
* hit, by the source's call; / = not tested or not shown. Some of the compounds tested (hit frequency here may not be typical).

SMILES	PRMT1 inh	GC-A act	SIAE primary	UHRF1 binding	NPR2 activator	TCR-CD3 inh	ABHD4 inh	MBD2 DNA inh	HTRA1 inh	rCAG RNA binder
O=C(NCCc1ccccc1)NC(Cc1ccccc1)C(=O)O (stereo not given)	-8	-5	8	-1	3	-2	-1	-2	2	0
Cc1onc(-c2ccccc2)c1C(=O)Nc1ccnn1C1CCCCC1	3	-2	1	4	3	-5	1	7	-9	-6
Nc1nc2n(n1)C(c1cccs1)CC(c1ccc(Br)cc1)N2 (stereo not given)	-1	6	-7	-1	1	2	5	-5	-17	3
O=C(NCc1nnc(SCC(=O)N2CCOCC2)o1)c1c(F)cccc1Cl	-4	1	1	-1	4	-4	-1	1	-2	0
CCN(CC(=O)Nc1cccc(C(C)=O)c1)S(=O)(=O)c1ccc(OC)cc1	0	1	3	-1	7	-6	14	3	-12	-5
O=C(NC1CC1)c1cc2c(F)cccc2s1	1	4	1	-2	-3	0	-1	-1	-4	2
O=CN1CCN(C(=O)c2cc3cc(Cl)ccc3[nH]2)CC1	-1	-7	-20	0	0	4	1	0	1	2
CC(C)C(NC(=O)c1ccc(F)cc1)C(=O)NC1(C)CCS(=O)(=O)C1 (stereo not given)	-1	4	2	-1	2	-12	-1	-1	1	2
O=C(NCc1ccccc1CN1CCCC1)c1ccc(S(=O)(=O)Nc2ccccc2F)cc1	3	-2	-4	0	0	-3	3	3	-4	11
O=C(COC(=O)CCC(=O)c1cccs1)NCc1ccc(Cl)cc1	3	3	4	0	1	3	-3	2	-10	-5
CN(CC(=O)NCc1ccco1)S(=O)(=O)c1cccc2cccnc12	0	4	2	0	-6	1	-2	3	-11	7
C#CCOCCOCCOCCNc1nc(N2CCN(C(=O)[C@H]([C@@H](C)O)n3cc(CCCCN)nn3)CC2)nc(N2CCN(C(=O)[C@H]([C@@H](C)CC)n3cc(CCCCN)nn3)CC2)n1	1	3	-1	6	5	-11	4	2	7	4
Nc1ccc2c(c1)Cc1cc(N)c(Cl)cc1-2	12	-6	4	5	-4	-7	11	8	18	6
CCC[C@H]1[C@@H](OC(=O)NCc2ccc(OC)cc2)CC[C@@]23CCCN2C(=O)CCC[C@@H]13	-8	-20	7	0	-19	/	-4	-1	/	/
CCC(C)[C@H](N)c1cn([C@@H](Cc2cc3ccccc3[nH]2)C(=O)N2CCNCC2)nn1 (stereo not given in full)	1	2	2	3	3	-3	-3	-5	-1	10
CN(C)C(=O)c1cc2c(c(-c3cccc(-c4ccccc4F)c3)n1)[C@@H](CCO)N(S(C)(=O)=O)C2	-1	-1	-5	92*	-8	4	-2	-6	/	1
COc1cc2[nH]cc(C(=O)NCCc3ccccc3)c(=O)c2cc1OC	5	4	-3	1	-7	-2	-7	2	-4	-2
C=CCN1[C@@H](C)[C@H](c2ccccc2)Oc2cccc(N3CCCC(C)C3)c2S1(=O)=O (stereo not given in full)	-1	-4	3	23*	3	-3	0	7	/	2
COc1ccc(N=CC2CCCCC2=O)c([N+](=O)[O-])c1 (stereo not given)	0	0	5	-17	-8	-3	14	-22	9	3
O=C(N/C(C(=O)N1CCOCC1)=C(\Sc1ncccn1)c1ccccc1)c1ccccc1	0	2	0	-4	0	1	2	-6	5	4
CCn1ccc(C(=O)NC2C(=O)N3C(C(=O)O)=C(C)CSC23)n1 (stereo not given)	7	3	-2	11	2	7	-3	-1	3	1
CC1(C(=O)NCc2ccc3c(c2)OCO3)CCN1C(=O)Cc1cccs1 (stereo not given)	0	5	6	0	-4	-3	8	0	/	2
COc1ccc(N(CC(=O)NCc2ccc(C)cc2)S(=O)(=O)c2ccccc2[N+](=O)[O-])c(OC)c1	2	-4	1	5	0	-1	4	-4	-24	0
O=C(c1cc(COc2ccc3ncccc3c2)on1)N1CCCC1	-1	-3	6	0	5	-8	-2	-5	2	-4
COc1ccc(-c2nc3c4ccccc4ccn3c2CN2CCCCC2)cc1	0	12	2	-1	11	0	4	0	-24	-4
O=C(OCc1csc(-c2ccccc2)n1)c1ccc(O)cc1	5	-3	-6	2	5	-6	-10	-1	-10	0
O=C1CC(c2cccs2)Cc2nc(NCC3CCCO3)ncc21 (stereo not given)	-1	2	-2	-3	-7	0	1	-2	6	-4
O=C(NCc1ccccc1)c1cccc(COc2cccc(Cl)c2)c1	-2	4	-13	1	5	0	-27	10	-61	-3
CN(C)CCCn1c(SCC(=O)Nc2nccs2)nnc1-c1ccncc1	0	-1	-5	0	2	9	3	-1	7	-1
CC1CN(C(=O)COC(=O)c2cc(Cl)ccc2Cl)CC(C)O1 (stereo not given)	-2	3	1	2	1	4	-1	-1	-3	-5
Cc1nc2cc(C(F)(F)F)ccc2n1C	0	3	12	-2	-4	3	-2	-1	9	-2
O=C1/C(=C/c2ccccn2)SC(=S)N1Nc1ncc(C(F)(F)F)cc1Cl	34*	0	3	-6	-5	1	1	-5	-7	8
Cc1ccc(S(C)(=O)=O)cc1S(=O)(=O)Nc1ccccc1	-3	0	-9	0	6	2	-4	5	-2	2
O=C(CSc1nc2ccccc2c(=O)[nH]1)Nc1ccc(N2CCOCC2)cc1	0	-1	2	3	-1	-7	2	-2	-4	-1
CNc1nc(-c2ccccc2)nc(-c2ccc(OC)cc2)c1C#N	-2	2	-4	1	-2	5	0	1	-5	0
Cc1cccc(C)c1NC(=O)C(c1ccnc2ccccc12)n1c(=O)c(-c2ccco2)nc2ccccc21 (stereo not given)	6	-11	-6	-5	2	-7	-13	-5	/	33
CC1CC(=O)N(c2ccc(NCCc3ccccc3)c([N+](=O)[O-])c2)C1=O (stereo not given)	-4	0	3	-5	4	0	4	-8	-2	-1
COc1ccccc1NS(=O)(=O)c1cccc(C(=O)NN=C2CCCCCC2)c1	-4	2	-4	-2	-2	-2	-6	2	-22	6
COc1cccc(NC(=O)N(Cc2ccco2)C(C)c2cccs2)c1 (stereo not given)	-2	-15	3	0	-8	-7	-7	-4	-14	2
Cc1ccccc1N(CC(=O)N/N=C/c1ccccc1Cl)C(=O)c1ccccc1	2	-5	2	2	-1	3	1	-4	2	2
COC(=O)[C@@]12C[C@@H](CC(=O)NCCCCc3ccccc3)C(=O)N(Cc3ccc4c(c3)OCO4)C1=CCC(C)(C)C2	-5	-2	7	3	4	-9	-8	-2	/	8
Cc1ccc(S(=O)(=O)n2c(N)nc3cc(C)c(C)cc32)cc1	3	-2	1	3	8	-10	-6	7	/	2
CCOC(=O)Cn1cc(/C=C(/C#N)C(=O)NC(C)C)c2ccccc21	5	-3	-10	1	1	-1	-9	7	1	0
NC(=O)CCn1c2ccccc2c2ccccc21	3	2	-4	-2	-3	2	0	-2	-9	0
O=C(O)C1CCCN1C(=O)NC1CCCCC1 (stereo not given)	-3	-1	2	0	-3	-5	-6	-5	8	-3
CCN(c1ccc(OC)cc1)S(=O)(=O)c1ccc2c(c1)CCN2C(=O)CCC(=O)O	-3	1	-3	0	1	6	1	0	4	6
COc1ccccc1OCC(=O)Nc1ccccc1C(=O)N1CCCCC1	-10	-3	-1	13	-6	2	-5	0	-6	-8
CC(OC(=O)CCN=C1NS(=O)(=O)c2ccccc21)C(=O)N(C)C1CCCCC1 (stereo not given)	1	1	-2	-1	-1	9	-1	1	2	-3
Cc1cc(-c2cc(NC(=O)Cc3c(C)[nH]c4ccccc34)ccc2N(C)c2cccnc2)ccc1F	7	6	7	5	-3	-3	27	-2	/	16
CCOC(=O)N1CCN(C2CC(=O)N(c3ccccc3)C2=O)CC1 (stereo not given)	1	-1	-1	0	4	3	3	-1	-6	-4
COCCn1cnc2c1c(=O)n(Cc1cc(C(C)=O)ccc1OC)c(=O)n2Cc1ccccc1	0	1	0	3	11	-1	5	-2	-8	4
O=C(OCC(=O)N1CCN(c2ccccc2)CC1)C1CCCN1S(=O)(=O)c1ccc(Cl)cc1 (stereo not given)	0	1	-3	0	3	1	0	-1	-2	-4
CCOC(=O)C1CCN(C(=O)CCNC(=O)c2cc(OC)c(OC)c(OC)c2)CC1	1	-6	-3	14	-2	-2	-8	8	11	-1
Cc1onc(-c2ccccc2)c1C(=O)NCCSCc1ccco1	7	-1	5	13	4	9	2	-7	-9	2
CCN=C(NCC)SC1CC(=O)N(c2cccc(OCC)c2)C1=O (stereo not given)	6	-2	3	6	7	-9	-8	9	-1	3
Cc1cc(C)cc(NC(=O)/C(C#N)=C/c2cn(CC(=O)NCc3ccco3)c3ccccc23)c1	1	-2	-81	0	-4	0	3	-2	-8	4
Cc1ccc(OCCNC(=O)CN2C(=O)NC3(CCCC3)C2=O)cc1	0	8	-4	-1	4	-2	3	-1	-2	-2
CSCCC(NC(N)=O)C(=O)NCc1ccc(Cl)cc1 (stereo not given)	-1	2	-2	1	-5	7	-4	0	16	0
CCCCC(=O)NC(Nc1cc(C)ccn1)(C(=O)OCC)C(F)(F)F (stereo not given)	1	-1	0	1	1	3	-5	0	-3	-2
C[n+]1cc2c3c(ccc2c2ccc4cc5c(cc4c21)OCO5)OCO3	61*	17	19*	3	11	20*	68*	3	/	26

Next part.
SMILES	PRMT1 inh	GC-A act	SIAE primary	UHRF1 binding	NPR2 activator	TCR-CD3 inh	ABHD4 inh	MBD2 DNA inh	HTRA1 inh	rCAG RNA binder
COc1ccc(S(=O)(=O)NC2CC(=O)N(c3ccccc3)C2)cc1C (stereo not given)	0	-1	2	1	-1	-1	-2	4	1	-4
COc1ccccc1NC(=O)CCSc1nnnn1C	0	0	-4	1	4	3	0	3	-1	-3
CN(C)CCN1C(=O)C(O)=C(C(=O)c2cc3ccccc3o2)C1c1cccc(Br)c1 (stereo not given)	1	9	1	-3	4	9	-1	4	-3	8
OC(c1ccc(Cl)c(F)c1)c1ncc(-c2cccc(F)c2)[nH]1 (stereo not given)	-4	1	2	0	-1	-3	-6	-1	/	4
c1ccc(SCCCCN2CCOCC2)cc1	0	4	-1	1	-3	-5	-4	0	-5	-6
COC(=O)C1=C(C)N(C)C(=NCc2ccc(C(F)(F)F)cc2)NC1c1ccccc1C(F)(F)F (stereo not given)	-3	0	-3	-3	-4	2	2	-1	/	5

An excerpt of these results, as labelled records.
> COc1ccccc1NC(=O)CCSc1nnnn1C
  PRMT1 inh: 0	GC-A act: 0	SIAE primary: -4	UHRF1 binding: 1	NPR2 activator: 4	TCR-CD3 inh: 3	ABHD4 inh: 0	MBD2 DNA inh: 3	HTRA1 inh: -1	rCAG RNA binder: -3
> COC(=O)C1=C(C)N(C)C(=NCc2ccc(C(F)(F)F)cc2)NC1c1ccccc1C(F)(F)F (stereo not given)
  PRMT1 inh: -3	GC-A act: 0	SIAE primary: -3	UHRF1 binding: -3	NPR2 activator: -4	TCR-CD3 inh: 2	ABHD4 inh: 2	MBD2 DNA inh: -1	HTRA1 inh: /	rCAG RNA binder: 5
